DYRK1A inh: rat Dyrk1A kinase inhibitors, primary screen, biochemical, single point, plate reader; ADP-Glo luminescence, NFATc1 peptide; inhibition, % at 12.5 µM; 0.43% of 310,000 active; Dual specificity tyrosine-phosphorylation-regulated kinase 1A (Rattus norvegicus), Q63470; in the data active = inhibition above about 50%;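 also: plate controls were vehicle with enzyme for no effect and no enzyme for full effect; many of its hits are not listed in these tables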
KCNK3 block: human KCNK3 channel inhibitors, primary screen, CHO cells, FluxOR thallium flux, B-score | FluxOR fluorescence; hits give low values | B-score at 10 µM | 0.84% of 340,000 active | AID 602410, 2012;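 active = B-score under library mean minus 4 SD, starting fluorescence ratio at most library mean plus 5 SD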;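 also: more negative B-score means stronger inhibition of thallium flux through KCNK3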
Target sequence (O14649 whole entry, looked up): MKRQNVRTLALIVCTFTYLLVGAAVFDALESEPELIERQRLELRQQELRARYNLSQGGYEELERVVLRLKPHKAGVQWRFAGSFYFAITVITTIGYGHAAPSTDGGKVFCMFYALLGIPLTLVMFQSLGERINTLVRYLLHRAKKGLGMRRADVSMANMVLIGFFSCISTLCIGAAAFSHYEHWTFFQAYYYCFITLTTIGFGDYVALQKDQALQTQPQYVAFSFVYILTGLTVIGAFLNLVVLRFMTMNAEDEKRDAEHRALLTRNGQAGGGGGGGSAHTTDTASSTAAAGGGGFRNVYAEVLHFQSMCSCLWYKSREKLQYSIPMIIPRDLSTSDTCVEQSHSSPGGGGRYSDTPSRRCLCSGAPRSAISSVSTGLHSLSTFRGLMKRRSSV
PolyA inh: polyadenylation inhibitors in yeast reporter cells, primary screen, luminescence, S. cerevisiae. S. cerevisiae SKY197-pL101 polyadenylation reporter, beta-gal luminescence; efflux-impaired pdr1/pdr3 knockout yeast; score 100 = 6 SD above DMSO. calls only at 12 µM. 0.02% of 300,000 active. AID 1875, 2009;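 active = lowest replicate activity score at least 50, where 100 means six control SD above control mean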;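 also: yeast exposed to compound for 9 h at 30 °C; higher score means more reporter readthrough which indicates perturbed polyadenylation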
TRPC4 agonist: activators of mouse TRPC4 channel, primary screen, Fluo4 calcium, HEK293 TRPC4beta/mu-opioid cells | Short transient receptor potential channel 4 (Mus musculus), Q9QUQ5 | Fluo4 calcium fluorescence; hits give high values | B-score at 10 µM | 0.49% of 310,000 active | AID 2237, 2010;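 active = B-score above 5 SD of library B-scores, and initial fluorescence ratio not above library mean plus 5 SD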;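 also: positive B-score marks a calcium rise read as TRPC4 activation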
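Material: TRPC4beta and mu-opioid receptor HEK293 stable cells | Incubation: 45 min room-temperature Fluo4 loading, 110 s read | Detection: Kinetic Fluo4 calcium fluorescence | Measure: Integrated baseline-normalised fluorescence ratio, converted to per-well B score | Benchmarks: Low control buffer alone, high control maximal DAMGO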
hERG protect: hERG rescue from dofetilide block, primary screen, cell-based, CHO-hERG, FluxOR thallium flux, dofetilide IC70; activation (rescue from dofetilide block), less the hit threshold, % at 10 µM; dofetilide IC70 present; 0.51% of 310,000 active; AID 1511, 2009; Voltage-gated inwardly rectifying potassium channel KCNH2 (Homo sapiens), Q12809;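 active = activation above the mean of controls blocked by dofetilide plus 5 SD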;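 also: thallium influx through hERG after potassium depolarization seen as dye fluorescence rise; in these data hits start at about 4.7%; inactives centre near -7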
Platelet DG rel: inhibitors of platelet dense granule secretion, primary screen, cell-based, MLPCN, human platelets. human platelet-rich plasma, SFLLRN dense granule ATP release, luminescence. 0.22% of 300,000 active. inhibition, %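 (compounds screened at 7.5 µM in platelet-rich plasma)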. AID 1663, 2009;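 active = mean replicate score, as percent of positive control, at or above 50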
TRPC4 potent: positive allosteric modulators of TRPC4, primary screen, cell-based, mouse TRPC4beta, HEK293 mu-opioid, Fluo-4 calcium. 0.42% of 310,000 active. AID 2227, 2009. DAMGO EC20, Fluo-4 Ca2+ flux; hits give high values. B-score at 10 µM;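 active = B-score of calcium response area above 5 SD of library B-scores, with initial fluorescence ratio within 5 SD of library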;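 also: B-score of integrated fluorescence ratio over time as area under calcium response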
KCNQ1 block: inhibitors of human KCNQ1 channel, primary screen, cell-based, thallium flux, high-throughput. Potassium voltage-gated channel subfamily KQT member 1 (Homo sapiens), P51787. CHO-K1 KCNQ1, FluxOR thallium flux fluorescence; hits give high values. B-score at 10 µM. 1.3% of 310,000 active. AID 2642, 2010;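 active = compounds whose thallium flux B-score, printed positive for inhibition, exceeds three library SD while starting fluorescence stays within three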;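 also: channel opened by potassium depolarization with thallium stimulus after 20 min compound exposure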
Target sequence (P51787 whole entry, looked up): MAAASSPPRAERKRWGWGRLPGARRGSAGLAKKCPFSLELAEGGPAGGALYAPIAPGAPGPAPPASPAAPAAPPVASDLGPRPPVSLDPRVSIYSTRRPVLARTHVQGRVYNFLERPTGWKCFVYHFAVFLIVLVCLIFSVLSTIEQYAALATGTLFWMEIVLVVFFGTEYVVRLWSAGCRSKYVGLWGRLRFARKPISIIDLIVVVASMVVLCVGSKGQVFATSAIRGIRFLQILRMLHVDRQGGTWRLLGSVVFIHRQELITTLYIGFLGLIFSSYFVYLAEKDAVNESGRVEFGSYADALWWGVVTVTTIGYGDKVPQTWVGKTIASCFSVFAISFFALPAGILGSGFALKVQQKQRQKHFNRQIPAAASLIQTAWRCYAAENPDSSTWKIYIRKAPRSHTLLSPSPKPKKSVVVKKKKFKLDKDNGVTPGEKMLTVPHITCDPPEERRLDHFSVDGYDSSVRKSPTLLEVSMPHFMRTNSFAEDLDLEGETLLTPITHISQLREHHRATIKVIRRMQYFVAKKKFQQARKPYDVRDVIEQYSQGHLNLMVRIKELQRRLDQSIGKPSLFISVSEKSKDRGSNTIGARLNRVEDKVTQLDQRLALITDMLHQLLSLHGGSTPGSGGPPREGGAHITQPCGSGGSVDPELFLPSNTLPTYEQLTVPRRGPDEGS
TRPC4 block: inhibitors of mouse TRPC4 channel, primary screen, Fluo4 calcium, HEK293 TRPC4beta/mu-opioid cells; Short transient receptor potential channel 4 (Mus musculus), Q9QUQ5; DAMGO-evoked Fluo4 calcium flux; hits give low values; B-score at 10 µM; 0.39% of 300,000 active; AID 2247, 2010;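 active = B-score over 3 SD under the library average, no early fluorescence shift, positive overall ratio signal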
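material = TRPC4beta/mu-opioid receptor HEK293 cell line | probe or stimulus = sequential submaximal and maximal DAMGO stimulation | compound dosing = one concentration per compound | measured by = Fluo4 Ca2+ flux fluorescence | evaluation = integrated fluorescence ratio relative to baseline, converted to per-well B score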
KCNK9 block: KCNK9 potassium channel inhibitors, primary screen, HEK293 cells, thallium flux; Potassium channel subfamily K member 9 (Homo sapiens), Q9NPC2; FluxOR thallium flux fluorescence; hits give low values; B-score at 10 µM; 1.2% of 310,000 active; AID 488922, 2010;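 active = ratio B-score over 3 SD below the library mean, with starting fluorescence within 5 SD of its mean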;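 also: negative B-score means less thallium flux so channel inhibition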
KCNQ1 pot: potentiators or activators of KCNQ1 channel, primary screen, cell-based, thallium flux, high-throughput; CHO-K1 KCNQ1, thallium flux FluxOR fluorescence; hits give high values; B-score at 10 µM; 0.35% of 310,000 active; AID 2648, 2010;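 active = fluorescence ratio B-score, a plate-corrected score, at least three library SD, with initial intensity B-score within 5 SD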
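Schedule – 37 °C overnight plating, 90-min dark dye load, 20-min compound pretreatment · System – stable KCNQ1 CHO-K1 line · Probe or stimulus – thallium- and potassium-containing depolarizing buffer · Measured by – kinetic FluxOR fluorescence, 10 s baseline plus 110 s post-stimulus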
Active calls of the source: *; i = inactive; . = no result given. This is a subset. The share of hits here may be higher or lower than overall.

molecule	KCNQ1 pot	TRPC4 agonist	Platelet DG rel	DYRK1A inh	TRPC4 block	KCNK9 block	hERG protect	PolyA inh	KCNK3 block	TRPC4 potent	KCNQ1 block
CCC(CCC(=O)Nc1cccc([N+](=O)[O-])c1)C(=O)O (centres undefined)	i	i	1.4	1.6	i	i	-9.8	i	i	i	i
COCCn1cnc2c1c(=O)n(Cc1ccc(C#N)cc1)c(=O)n2Cc1ccccc1	i	i	-1.9	-6.4	i	i	-8.5	i	i	i	i
O=C(N/N=C/c1cccs1)c1[nH]ncc1Br	i	i	18.8	9.4	i	i	-4.1	i	i	i	i
O=C(CCC1CCCN(Cc2ccc3c(c2)OCCO3)C1)NCc1ccccc1F (centres undefined)	i	i	3.1	0.9	i	i	-8.4	i	i	i	i
Nc1c([N+](=O)[O-])c(=O)sc2ccccc12	i	i	-6.5	29.6	i	i	-6.2	i	i	i	i
Cc1ncc(CN2CCCC(C(=O)Nc3ccc(-n4ccnc4C)cc3)C2)cn1 (centres undefined)	i	i	-1.9	-5.9	i	i	-8.0	i	i	i	i
O=C(COc1ncnc2ccccc12)N1CCN(S(=O)(=O)c2ccccc2)CC1	i	i	1.1	-6.1	i	i	-15.7	i	i	i	i
CNC(=O)COC(=O)CCC(=O)c1ccc(Cl)cc1	i	i	0.4	.	i	i	-3.1	i	i	i	i
O=C(O)c1cccc(CSc2ncn[nH]2)c1	i	i	2.1	7.0	i	i	-9.5	i	i	i	i
Cc1cc(C(=O)Nc2ccccn2)cs1	i	i	10.4	-10.3	i	i	-9.3	i	i	i	i
O=C(O)CCC(=O)NCc1ccc2[nH]c3c(c2c1)CCCC3	i	i	-0.7	5.0	i	i	-9.3	i	i	i	i
CCOC(=O)c1c(NC(=O)CSc2ncccn2)sc2c1CCN(Cc1ccccc1)C2	i	i	2.5	-10.9	i	i	-9.2	i	i	i	i
COc1cc(CNc2ccc(N3CCN(C(C)=O)CC3)cc2)ccc1OCc1ccc(F)cc1	i	i	-5.3	0.3	i	i	-8.8	i	i	i	i
O=c1c2nnn(-c3cccc(F)c3)c2ncn1Cc1ccccn1	i	i	7.5	-0.4	i	i	-19.5	i	i	i	i
CN(C)/N=C/C=C1\CC/C(=C\c2ccc(Br)cc2)C1=O	i	i	0.8	-1.3	i	i	-10.8	i	i	i	i
CCOc1ccc(CN2CCC(C(=O)Nc3cccc(-c4ccn[nH]4)c3)CC2)cc1Cl	i	i	-1.1	2.3	i	i	-15.8	.	i	i	i
Cc1oc(C(C)(C)C)cc1C(=O)N1CCN(c2ccc(C(F)(F)F)cn2)CC1	i	i	-5.4	-3.7	i	i	-3.8	i	i	i	i
CC1=C(C(N)=O)C(c2ccccc2)n2nc(-c3cccs3)nc2N1 (centres undefined)	i	i	0.7	1.6	i	i	-8.5	i	i	i	i
CS(=O)(=O)N1CCc2cc(C(=O)Nc3cccc([N+](=O)[O-])c3)ccc21	i	i	9.9	-1.4	i	i	1.6	i	i	i	i
O=C(N/N=C/c1cc([N+](=O)[O-])ccc1O)C12CC3CC(CC(C3)C1)C2	i	i	-0.7	.	i	i	-12.3	i	i	i	i
COc1ccc(-c2cccc(NS(=O)(=O)c3cc([N+](=O)[O-])c(C)c([N+](=O)[O-])c3)c2)nn1	i	i	-15.9	4.1	i	i	-14.5	i	i	i	i
CSc1ccc(-c2c(C#N)c(N)nc3c2CCCC3)cc1	i	i	1.4	-4.1	i	i	-2.0	i	i	i	i
Nn1cnnc1N/N=C\c1ccc(-c2ccccc2[N+](=O)[O-])o1	i	i	23.5	2.0	i	i	-13.8	i	i	i	i
COc1ccc(-n2ccnc2)cc1	i	i	-1.7	-6.2	i	i	-10.5	i	i	i	i
CN(C)C(CNC(=O)c1ccc(NS(=O)(=O)c2ccc3[nH]c(=O)[nH]c3c2)cc1)c1ccccc1 (centres undefined)	i	i	-21.2	.	i	i	-13.9	i	i	i	i
CN(C(=O)c1ccco1)c1nc(-c2ccccc2)cs1	i	i	2.5	-2.5	i	i	-0.6	i	i	i	i
O=C(/C=C/c1ccc(Cl)cc1)Nc1ccc(CN2CCOCC2)cc1	i	i	-2.5	-2.0	i	i	-9.4	i	i	i	i
Cc1cccn2c1nc(=S)n2C(=O)c1ccco1	i	i	6.9	-5.7	i	i	-1.8	i	i	i	i
COc1ccc(S(=O)(=O)Nc2ccc(N3CCOCC3)cc2)cc1[N+](=O)[O-]	i	i	-1.4	3.1	i	i	-1.5	i	i	i	i
CC(C)(C)c1ccc(S(=O)(=O)N2C=CC(C(F)(F)F)=NCC2)cc1	i	i	-0.9	0.5	i	i	-11.4	i	i	i	i
COc1cc(C=O)ccc1OC(=O)c1ccc(C(C)C)cc1	i	i	9.5	.	-6*	i	0.6	i	i	i	i
Cc1cc(C)cc(OCC(=O)Nc2cc(NC(=O)COc3cc(C)cc(C)c3)cc(C(=O)O)c2)c1	i	i	1.7	-2.6	i	i	-8.1	i	i	i	i
S=c1[nH]nc(C2CCCCC2)o1	i	i	5.7	.	i	i	-12.8	i	i	i	i
CCN1CCN(C(CNS(=O)(=O)c2ccc(OC)c(C)c2)c2cccnc2)CC1 (centres undefined)	i	i	-8.3	-0.1	i	i	-6.3	i	i	i	i
O=C(Nc1ccc(S(=O)(=O)Nc2ccccc2F)cc1)N1CCCCC1	i	i	-8.1	-10.2	i	i	-4.6	i	i	i	i
CCS(=O)(=O)c1nc(S(=O)(=O)c2ccc(C)cc2)c(N2CC(C)CC(C)C2)s1 (centres undefined)	i	i	2.8	7.9	i	i	-5.3	i	i	i	i
O=C(Cn1c(=O)sc2ccccc21)Nc1ccccc1C(=O)O	i	i	8.6	-4.1	i	i	0.2	i	i	i	i
Cc1ccc(S(=O)(=O)NN2Cc3ccccc3C2=N)cc1	i	i	4.0	.	i	i	-13.1	i	i	i	i
Cc1sc(NC(=O)CN(Cc2ccc(F)cc2)C(=O)C(C)(C)C)c(C(N)=O)c1C	i	i	6.1	-3.7	i	i	-6.7	i	i	i	i
COC(=O)c1ccc(N=NN2CCCCCC2)cc1	i	i	22.2	1.9	i	i	-3.9	i	i	i	i
CC(=O)NC(c1ccc(C)cc1)c1cc([N+](=O)[O-])c2cccnc2c1O (centres undefined)	i	i	-8.1	-4.1	i	i	-19.7	i	i	i	i
CN(C)S(=O)(=O)Oc1cccc(C(=O)Nc2cccc(Cl)c2)c1	i	i	-1.0	-2.0	i	i	-19.4	i	i	i	i
CCCCc1cc(-c2n[nH]c(=S)o2)c2ccccc2n1	i	i	5.8	0.0	i	i	-9.6	i	i	i	i
CC(=O)NC(c1ccc(C(C)C)cc1)c1c(O)ccc2ccccc12 (centres undefined)	i	i	-1.6	.	i	i	-1.9	i	i	i	i
COc1ccccc1C(=O)Nc1ccc(Br)cc1C	i	i	-2.4	-0.2	i	i	1.2	i	i	i	i
CN(C)c1ccc(C(=O)OCC(=O)NCCC2=CCCCC2)cc1	i	i	5.4	.	i	i	-13.6	i	i	i	i
CN(C)C(CNC(=O)CCC(=O)c1ccc(Br)cc1)c1ccccc1 (centres undefined)	i	i	16.6	-4.7	i	i	-6.5	i	i	i	i
Cc1ccnc(Sc2nc3c(c(=O)[nH]c(=O)n3C)n2CCCc2ccccc2)n1	i	i	-4.7	-2.0	i	i	-16.9	i	i	i	i
CC1(O)CC(c2ccc(Cl)cc2)=NN1C(=O)c1ccc([N+](=O)[O-])cc1 (centres undefined)	i	i	-1.7	0.0	i	i	-6.9	i	i	i	i
Clc1ccc(/C=C\c2nccc3c2[nH]c2ccccc23)cc1	i	i	5.3	5.2	i	i	-19.3	i	i	i	i
Cc1ccc(NS(=O)(=O)c2c(C)[nH]c(=O)[nH]c2=O)c(C)c1	i	i	7.7	8.4	i	i	-7.4	i	i	i	i
COc1ccccc1Nc1nc(-c2sc(NC(=O)c3ccco3)nc2C)cs1	i	i	-6.9	-2.7	i	i	-35.1	i	i	i	i
c1ccc2c(OCCCCN3CCOCC3)cccc2c1	i	i	5.7	-4.8	i	i	-3.2	i	i	i	i
CCc1nccn1CCC(=O)N1CCCC(Nc2ccc(C(C)C)cc2)C1 (centres undefined)	i	i	-12.7	3.0	i	i	-10.9	i	i	i	i
CC(C)(CNC(=O)CC1C(=O)NCCN1Cc1cccc(F)c1F)N1CCOCC1 (centres undefined)	i	i	-3.7	-0.8	i	i	-7.2	i	i	i	i
COc1ccc(OC)c(/C=C/C(=O)c2ccc(Cl)cc2)c1	i	i	9.6	2.0	i	-6.93*	-9.6	i	-10.4*	i	i
CN(C(=O)COc1ccc2c(-c3ccccc3)cc(=O)oc2c1)C1CCS(=O)(=O)C1 (centres undefined)	i	i	7.8	-0.9	i	i	-8.9	i	i	i	i
COc1cc2oc(=O)ccc2c(OC)c1CC(O)C(C)(C)O (centres undefined)	i	i	-1.8	-6.1	i	i	-0.2	i	i	i	i
CCOc1cccc(C(=O)NC(c2ccccc2)C(C)C)c1 (centres undefined)	i	i	11.4	14.0	i	i	-13.2	i	i	i	i
COc1ccc(C(=O)N/C(=C\c2ccccc2)C(=O)Nc2ccc(C(=O)NCC(=O)O)cc2)cc1	i	i	1.5	.	i	i	-7.8	i	i	i	i
CCCNC(=O)c1c(NC(=O)C2COc3ccccc3O2)sc2c1CCCC2 (centres undefined)	i	i	1.0	6.8	i	i	-5.6	i	i	i	i
